HCV NS3 hel inh – inhibitors of Hepatitis C virus NS3 helicase | NS3 helicase DNA unwinding, Cy5 molecular beacon fluorescence | inhibition, % at 10.9 µM | 0.56% of 290,000 active | AID 1800;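 active = inhibition above the mean of all tested compounds plus 3 SD, set per campaign, cut at about 35% in these data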;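 also: 0% = DMSO wells and 100% = thioflavine S control wells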
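test system = hepatitis C virus NS3 helicase domain fragment enzyme | reagent = annealed dual-labelled DNA beacon duplex, ATP-started | times = 1 h at 25 °C | detection = Cy5 fluorescence, 0 and 60 min reads | read-out basis = percent inhibition from t60/t0 fluorescence ratio | control set = DMSO and thioflavine S | replication = one well per compound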
UBC9 SUMO inh – inhibitors of human SUMOylation (UBC9) | P63279 | 0.36% of 290,000 active | inhibition, % at 35 µM | HTRF SUMOylation assay, SAE1/SAE2 + UBC9, in vitro; in the data active = inhibition above about 50%, passing the limit was not always enough; also: strong numbers were not always called active
Target sequence (P63279 whole entry, looked up): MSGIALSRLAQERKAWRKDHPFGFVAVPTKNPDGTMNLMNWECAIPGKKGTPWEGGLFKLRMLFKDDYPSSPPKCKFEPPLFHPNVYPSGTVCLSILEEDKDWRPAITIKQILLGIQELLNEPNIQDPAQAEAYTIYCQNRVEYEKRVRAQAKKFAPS
VIM-2 inhibitor – inhibitors of Pseudomonas aeruginosa VIM-2 metallo-beta-lactamase. purified VIM-2, nitrocefin hydrolysis, epi-absorbance fluorescence. inhibition, % at 5.6 µM. 0.89% of 290,000 active. AID 1527;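 active = inhibition above the mean of all tested compounds plus 3 SD, cutoff set per screening run, cut at about 7.5% in these data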;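 also: red hydrolysis product quenches plate fluorescence so inhibitors raise well fluorescence; 0% = enzyme with DMSO and 100% = DMSO without enzyme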
NALP1 yeast inh – inhibitors of NALP1 inflammasome in yeast | S. cerevisiae NALP1/ASC/caspase-1 growth, X-gal OD620, 72 h | inhibition, % at 10 µM | 0.61% of 280,000 active; in the data active = inhibition mostly above about 24%, no sharp cut-off; inactive = mostly below about 32%; also: some compounds called inactive have numbers as strong as hits
IMP-1 inh – inhibitors of Pseudomonas aeruginosa IMP-1 metallo-beta-lactamase; purified IMP-1, nitrocefin hydrolysis, epi-absorbance fluorescence; inhibition, % at 5.6 µM; 0.45% of 290,000 active;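 active = inhibition above the mean plus 3 SD of all compounds in the same screening run, cut at about 4.5% in these data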;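 also: 0% = IMP-1 with DMSO and 100% = DMSO wells lacking enzyme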
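System: purified recombinant IMP-1 beta-lactamase. Medium: Zinc- and detergent-supplemented HEPES buffer, pH 7.1. Compound: one 5.6 µM dose […]. Schedule: 15 min preincubation plus 25 min reaction at 25 °C. Technique: Epi-absorbance fluorescence, 480 nm excitation, 530 nm emission.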
MEKK2 WT-MEK5 – raises or lowers MEK5 binding to wildtype human MEKK2 PB1 domain; binding response (% of control), % at 10 µM; 1.1% of 290,000 active; bead flow cytometry, Alexa488-MEK5 binding to MEKK2 WT; actives lie on both sides; Q9Y2U5; AID 1531; in the data active = binding response below about 67% or above about 130%
M18AAP inhibitor – blocks P. falciparum M18 aspartyl aminopeptidase | recombinant PfM18AAP, H-Glu-NHMec fluorogenic cleavage | inhibition, % at 7.35 µM | 1.2% of 290,000 active | AID 1822;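 active = inhibition above the campaign mean inhibition over all tested compounds plus 3 SD, cut at about 28% in these data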;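 also: 0% = plate median of test compound wells and 100% = 2 mM ZnCl2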
FID counter – counter-screen for HCV NS3 helicase inhibitors: DNA intercalator displacement; DNA fluorescent intercalator displacement, fluorescence; inhibition, % at 7.9 µM; 0.17% of 290,000 active; AID 1845; in the data active = inhibition above about 37%;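 also: 0% = vehicle and 100% = reference compound; higher means more ethidium bromide displaced from hairpin DNA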
MEKK2 mut-MEK5 – signal of MEK5 binding to mutant human MEKK2 PB1 domain; bead flow cytometry, Alexa488-MEK5 binding to MEKK2 mutant; percent response, % at 10 µM; 0.35% of 290,000 active; in the data active = percent response above about 24%, passing the limit was not always enough; also: inactives centre near 1; some results filed as inactive read as strong as hits
* = called active by the depositor; / = no result given. Hits appear at their usual frequency. About 4.7% of those tested had a hit in this group.

SMILES	HCV NS3 hel inh	UBC9 SUMO inh	VIM-2 inhibitor	NALP1 yeast inh	IMP-1 inh	MEKK2 WT-MEK5	M18AAP inhibitor	FID counter	MEKK2 mut-MEK5
O=C(O)c1cc2c(cc1Br)OCCCO2	12	-4	1.2	28	0.3	95	8	0	-4
O=C(CCC(=O)OCC(=O)c1ccc(-c2ccccc2)cc1)Nc1cccc(Cl)c1	0	4	-1.7	18	-4.4	102	7	-1	2
Cc1ccc(-c2cc(-c3nnc(SCC(=O)NCC(C)C)n3N)c3ccccc3n2)cc1	-12	-17	-5.2	/	-5.9	100	2	-25	0
CSc1cccc(NC(=S)N(CCC(C)C)C2CCN(C(C)C)CC2)c1	-15	-8	2.8	12	0.6	72	5	5	-12
Cc1cc(N2CCN(C)CC2)nc2ccc(NC(=S)N3CCC4(CC3)OCCO4)cc12	-22	18	-2.1	-60	-1.0	102	14	15	3
CC(=O)Nc1cccc(-c2csc(NCc3ccccc3)n2)c1	-11	-3	-3.1	-4	-2.2	105	5	-7	5
CCc1nc(SCC(=O)O)c(C#N)c2c1CCCC2	-3	18	-1.4	7	-1.6	89	4	-6	-14
CCCNC(=O)C1CCN(S(=O)(=O)c2cccc3nonc23)CC1	4	-3	-2.0	2	-4.3	93	4	-6	-3
Cc1cc(C)c2cc(CN(CCN3CCCC3)C(=O)Nc3ccc(F)cc3)c(=O)[nH]c2c1	-1	24	-3.0	28	-5.6	126	-7	-2	18
Nc1nc(Sc2ccc(C(F)(F)F)cc2[N+](=O)[O-])n[nH]1	2	7	-3.6	6	-3.4	97	63*	-6	1
O=C1NC(=Nc2ccccc2Cl)SC1(CO)CO	-11	18	0.5	10	-1.2	103	-12	-8	2
O=C(NN1C(=O)c2ccccc2NC1c1ccccc1OCc1ccccc1)c1ccncc1 (stereo not drawn)	-7	17	-2.0	-7	0.8	96	4	-8	-2
COc1ccc2c(c1)CCc1c(C(=O)NCc3ccco3)noc1-2	-2	-15	-0.3	-3	-1.8	105	1	-14	4
O=C(NCCc1c[nH]c2ccccc12)C(=O)NCC(c1ccco1)N1CCN(c2ccc(F)cc2)CC1 (stereo not drawn)	0	-7	-2.1	20	-2.8	107	-7	-4	0
COc1cccc(C(=O)NCC2(c3ccc(OC)c(OC)c3)CCCC2)c1	-1	-2	1.3	2	-1.5	100	0	-33	0
COCCN1Cc2cc3cc(C)ccc3nc2SC1=Nc1cccc(OC)c1	7	21	-2.7	0	-0.9	100	-2	-7	-1
CCOc1cc(C)c(S(=O)(=O)NC2CCCCC2)cc1C	-10	-22	-2.4	10	-2.1	102	3	-27	0
Cc1cc2n(n1)C(c1ccc3c(c1)OCO3)Nc1c(C)cccc1-2 (stereo not drawn)	-13	-3	0.5	-7	-3.5	101	-9	-20	-2
Cc1cc(C(=O)COC(=O)C23CC4CC(CC(O)(C4)C2)C3)c(C)n1-c1c(C)n(C)n(-c2ccccc2)c1=O	-1	12	-3.7	-10	-0.6	101	1	-24	-1
Cn1c(N)c(C(=O)COC(=O)CNS(=O)(=O)c2cccc(Cl)c2)c(=O)n(C)c1=O	11	-3	-1.3	14	-0.7	100	2	-6	-1
CC(C)OCCCN(CC(O)c1ccccc1)CC(O)c1ccccc1 (stereo not drawn)	-8	12	0.0	29	-4.8	98	5	-4	2
Cc1c(CC(=O)N[C@@H](C)C(=O)O)c(=O)oc2cc3c(cc12)CCC(C)(C)O3	7	12	0.7	8	-1.8	102	3	-21	0
COc1ccc(CN2CCCCCC2)cc1	4	3	-0.3	11	0.5	112	-3	-1	2
CCCn1nc(Oc2nc(NC(C)C)nc(N(C)C)n2)ccc1=O	10	11	3.7	1	0.0	92	-10	-8	-8

Complete entries, looked up by structure. Screens in order: HCV NS3 hel inh	UBC9 SUMO inh	VIM-2 inhibitor	NALP1 yeast inh	IMP-1 inh	MEKK2 WT-MEK5	M18AAP inhibitor	FID counter	MEKK2 mut-MEK5
`CCOc1cc(C)c(S(=O)(=O)NC2CCCCC2)cc1C` in the list: -10	-22	-2.4	10	-2.1	102	3	-27	0
`Cc1cc(C(=O)COC(=O)C23CC4CC(CC(O)(C4)C2)C3)c(C)n1-c1c(C)n(C)n(-c2ccccc2)c1=O` in the list: -1	12	-3.7	-10	-0.6	101	1	-24	-1
`COc1ccc2c(c1)CCc1c(C(=O)NCc3ccco3)noc1-2` in the list: -2	-15	-0.3	-3	-1.8	105	1	-14	4
`CCCn1nc(Oc2nc(NC(C)C)nc(N(C)C)n2)ccc1=O` in the list: 10	11	3.7	1	0.0	92	-10	-8	-8
`CC(C)OCCCN(CC(O)c1ccccc1)CC(O)c1ccccc1` (stereo not drawn) in the list: -8	12	0.0	29	-4.8	98	5	-4	2

New compounds follow.
SMILES	HCV NS3 hel inh	UBC9 SUMO inh	VIM-2 inhibitor	NALP1 yeast inh	IMP-1 inh	MEKK2 WT-MEK5	M18AAP inhibitor	FID counter	MEKK2 mut-MEK5
COc1ccc(-n2c(Cc3cc(=O)[nH]c(=O)[nH]3)nnc2SCC(=O)Nc2ccccc2)cc1	-4	10	-2.2	-10	-3.5	/	5	-11	/
Cc1cc(C(=O)N/N=C/c2ccc(-c3cccc(Cl)c3Cl)o2)n[nH]1	-2	15	-1.5	20	-3.4	102	-4	0	-2
O=C(O)c1ccc(-c2nnc(-c3cccc(Br)c3)o2)cc1	2	-3	1.4	19	-0.7	101	-3	-6	-2
O=c1oc2ccccc2cc1-c1csc(NN=C2CCCC2)n1	7	14	-0.2	12	-3.0	110	1	-3	5
COCCCNC(=S)NNC(=O)c1cc(C2CC2)nc2ccccc12	1	7	-6.6	-19	-4.8	103	6	-17	7
CC(C)(C)c1ccc(OCC(O)CS(=O)(=O)c2ccccn2)cc1 (stereo not drawn)	-1	2	-1.8	23	-0.6	96	-4	-20	6
Cc1cccc(CSc2ccc3nnc(-c4cccs4)n3n2)c1	-5	2	-1.8	30	-1.3	112	-2	0	13
CCOC(=O)c1ccc(NC(=S)N2CCCC(C(=O)OCC)C2)cc1 (stereo not drawn)	6	5	-2.0	22	-2.4	99	8	-18	-2
Cc1ccc(S(=O)(=O)NCCCCCC(=O)Nc2cccc(C)c2)cc1	5	-17	0.6	37	-0.4	100	1	-32	0
Cc1ccc(NC(=O)C2=C(C(=O)O)CCCC2)cc1Br	-9	6	3.0	3	13*	106	1	5	10
CC(C)NC(=O)CN(Cc1ccccc1)S(=O)(=O)c1ccccc1	-8	-8	-1.6	5	-3.6	99	-7	-9	1
CSc1ccccc1C(=O)Nc1cccc([N+](=O)[O-])c1	2	6	-1.2	10	-1.9	104	0	4	4
Cc1cc(C(=O)CSc2nc3ccccc3[nH]2)c(C)n1C	-1	-4	0.3	/	-4.9	92	12	-12	-1
O=C(C(NS(=O)(=O)c1cccs1)c1ccccc1)N1CCN(c2ccccc2F)CC1 (stereo not drawn)	-12	-12	-2.4	0	-0.2	88	4	0	0
O=C(Nc1ncn[nH]1)c1ccc(Cl)c(S(=O)(=O)Nc2ccc(Cl)cc2)c1	4	-6	0.3	16	-2.4	108	21	-7	1
Nn1c(-c2ccccc2)nc2ccccc2c1=O	-3	-1	0.0	-12	-3.5	94	-5	-4	-8
NC(=O)COc1ccc(C(=O)/C=C2/C(=O)Nc3ccccc32)cc1	1	15	-3.5	11	-1.9	110	6	-4	11
Nc1ncc(Br)cc1S(=O)(=O)NC1CCCCC1	3	-4	-2.9	2	-4.0	102	1	-11	3
Cc1[nH]c(=O)[nH]c(=O)c1CSc1nnc(CCCCCNC(=O)OC(C)(C)C)o1	5	15	-0.5	14	-1.6	93	2	-3	-7
COc1ccc(S(=O)(=O)Nc2ccc3c(c2)CCC3)cc1	13	-27	0.3	-7	-1.0	95	11	-10	-5
COc1ccc(NC(=O)Nc2cc(F)ccc2C)cc1	-21	9	-1.6	19	-3.3	109	1	-1	-1
O=C1C=C(NCc2ccco2)C2(CCCCC2)O1	-3	1	-5.1	12	-9.2	111	1	-3	9
COc1ccccc1OCCCCNC(C)(C)C	1	-2	-2.4	30	0.9	90	-2	1	-4
CCN1CCN(C(=O)CCS(=O)(=O)c2cc3c(cc2Cl)NC(=O)CO3)CC1	3	-1	-3.6	12	-4.2	104	0	-5	5
CC/C(=C/c1sc2ccccc2[n+]1CC)SC	0	-11	-1.0	-8	-2.1	98	46*	-2	-2
COc1cccc(/C=C2\SC(=S)N(NC(=O)c3ccncc3)C2=O)c1	6	14	-2.7	-16	2.2	82	13	-12	-13
CCOC(=O)n1c(=O)n(Cc2ccccc2)c2ccccc21	4	-3	-1.6	45	-3.4	104	0	-16	1
Cc1cccc(C(=O)OCC(=O)NCCCc2ccccc2)c1	3	8	-3.3	-16	-1.8	92	-3	-18	-9
O=C(Nc1ccc(F)cc1)C1CCN(c2ncnc3c2nc2n3CCCCC2)CC1	21	2	-0.1	1	-1.4	96	2	-37	5
O=C(CCc1nc2ccccc2[nH]1)N1CCc2ccccc2C1	7	2	-0.6	23	0.4	93	4	0	-6
COC(=O)CCC(=O)COc1ccccc1C#N	5	10	-1.9	6	-5.8	102	-2	2	0
CCOc1ccc(-c2cc(N)n(S(=O)(=O)c3ccc(OC)cc3)n2)cc1	-11	-12	-3.9	-8	-4.8	108	0	-11	9
COc1cc2c(cc1NS(=O)(=O)N1CCCC1)oc1ccccc12	-10	13	-2.5	18	-6.2	104	5	-11	1
CCCCCCOC(=O)c1ccc(N)cc1	0	-6	0.4	/	-0.6	102	-8	-19	1
COc1ccc(N2CCC(CNC(=S)Nc3c(C)cc(C)cc3C)C2)cc1 (stereo not drawn)	-51	10	-2.4	/	-3.5	100	8	-1	-2
CCOC(=O)Cc1cc(=O)c2cc(C)ccc2[nH]1	-1	21	-0.5	12	-1.4	79	-5	-2	7
Cc1ccc(/C=C/C(=O)N2CCCC(C)C2)cc1 (stereo not drawn)	-4	-1	-4.3	38	-1.9	97	7	7	-1
CCCC(=O)OCCNc1cc(Sc2nc3ccccc3[nH]2)c2nonc2c1[N+](=O)[O-]	-57	44	0.8	33	-1.4	90	-77	10	-3
Cc1ccc(OCc2ccc(C(=O)O)o2)c([N+](=O)[O-])c1	6	-1	-1.7	12	-2.1	97	5	0	-1
Cc1ccccc1NC(=O)CSCc1cc(=O)n2ccsc2n1	2	/	-1.3	8	-1.9	96	-6	-5	-1
O=C(O)C1C(c2ccccc2)C(C(=O)OCc2ccco2)C1c1ccccc1 (stereo not drawn)	9	31	1.6	14	-2.2	103	-6	-31	3
COc1ccccc1N(CC(O)CN1CCCCC1)S(=O)(=O)c1ccc(C)cc1 (stereo not drawn)	10	13	-3.9	2	0.5	103	2	12	6
O=C(Nc1ccc(N2CCN(Cc3ccccc3)CC2)cc1)c1ncn[nH]1	-4	17	13*	17	-0.7	99	0	-1	0
CC(C)NC(=O)NC(=O)CSc1ccccc1F	4	-1	0.9	16	-2.5	107	-5	3	13
Cc1ccc(-c2csc3nnc(SCC(=O)N4CCN(Cc5ccccc5)CC4)n23)cc1	-7	-3	-3.1	27	-3.3	101	-5	-27	0
O=C(O)CCn1cnc2ccccc2c1=O	-12	20	0.8	15	0.1	102	-4	10	2
C=CCS(=O)(=O)c1cccc2cccnc12	17	-14	-2.7	2	-4.2	94	-15	-1	-7
CC1(C(=O)NC2CCCC2)CCC(=O)N1Cc1ccccc1 (stereo not drawn)	-6	5	-3.0	4	-2.4	101	-1	-2	-3
